mIAP act: activators of mouse IAP, primary screen, biochemical, luminescence, uHTS; intestinal alkaline phosphatase [Mus musculus]; muIAP, CDP-Star luminescence, 30 min; active compounds read high; 1 = vehicle-only enzyme signal, 0 = enzyme-free wells; activation factor at 10 µM; hit rate 0.24% among 330,000; AID 2805, 2010;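 active = activation factor of at least 2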; note: the source names both 10 and 20 µM as test concentration; values of inactives mirror those of a sister screen read the other way
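Assay system: mouse IAP enzyme; Reagent: CDP-Star chemiluminescent phosphatase substrate; Compound: DMSO-dissolved test compounds; Incubation: 30 min, room temperature; Technique: luminescence from enzymatic CDP-Star hydrolysis; Controls: DMSO-only wells and no-enzyme negative control.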
NALP3 yeast inh: NALP3 inflammasome inhibitors in reconstituted yeast, primary screen, luminescence, uHTS; hit rate 0.39% among 330,000; inhibition, % at 10 µM; Yeast reconstituted NLRP3/ASC/caspase-1, beta-gal luminescence, 24 h; AID 2825, 2010;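 active = inhibition of 50% or more; inactive = inhibition below 50%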;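 note: plate controls were induced DMSO wells for no effect and uninduced yeast grown without galactose for full effect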
SENP1 FRET inh: human SENP1 catalytic domain inhibitors, primary screen, biochemical, FRET, uHTS | hit rate 0.21% among 360,000 | recombinant SENP1 catalytic domain, CyPet-SUMO1-YPet FRET cleavage | Sentrin-specific protease 1 (Homo sapiens), Q9P0U3 | inhibition, % at 10 µM;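 active = inhibition at least 30% at 10 µM, raw YFP signal under a set limit, fluorescence ratio 0.5 to 1.5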;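 note: 0% = enzyme with DMSO and 100% = no enzyme wells; some results filed as inactive read as strong as hits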
Target sequence (Q9P0U3 419-644 limits assumed): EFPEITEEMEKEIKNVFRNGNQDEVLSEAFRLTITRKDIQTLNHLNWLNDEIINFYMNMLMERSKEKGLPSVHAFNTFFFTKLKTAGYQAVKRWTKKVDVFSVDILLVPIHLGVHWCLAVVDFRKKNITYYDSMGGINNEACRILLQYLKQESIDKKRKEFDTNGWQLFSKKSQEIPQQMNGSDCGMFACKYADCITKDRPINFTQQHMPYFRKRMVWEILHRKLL
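Assay system: hSENP1 catalytic domain, recombinant. Amount: SENP1 enzyme, 20 pM final. Schedule: 50 min reaction, RT, dark. Technique: FRET, CFP and YFP emission. Control set: no-enzyme wells low, DMSO-plus-enzyme wells high control.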
hIAP block: human IAP inhibitors, primary screen, biochemical, luminescence, uHTS. purified IAP, CDP-Star luminescence, 30 min. Intestinal-type alkaline phosphatase (Homo sapiens), P09923. hit rate 0.12% among 330,000. AID 2544, 2010. inhibition, % at 10 µM;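 active = inhibition reaching a set limit with compound at 10 µM in the primary screen, cut at about 35% in these data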;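 note: plate controls were DMSO wells with enzyme for no effect and no-enzyme buffer wells for full effect; values of inactives mirror those of a sister screen read the other way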
mIAP inh: inhibitors of mouse IAP, primary screen, biochemical, luminescence, uHTS; AID 2806, 2010; intestinal alkaline phosphatase [Mus musculus]; inhibition, % at 10 µM; purified mouse IAP, CDP-Star luminescence, 30 min; hit rate 0.2% among 330,000;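 active = inhibition of at least 40% at 10 µM in the primary screen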;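 note: plate controls were DMSO with enzyme for no effect and no enzyme wells for full effect; values of inactives mirror those of a sister screen read the other way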
MIN6 prolif: inducers of MIN6 beta-cell proliferation, primary screen, ATP luminescence, uHTS; MIN6 cells proliferation, ATPlite luminescence, 48 h; cells starved in 0.2% serum; 100% = growth in 10% serum; proliferation, % at 10 µM; hit rate 0.29% among 330,000; AID 2380, 2010;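 active = compounds whose signal lies at least 3.5 SD above the mean of all wells on their plate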;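 note: 0% = DMSO-treated cells in low-serum medium and 100% = 10% serum control; some compounds called inactive have numbers as strong as hits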
hIAP activ: human IAP activators, primary screen, biochemical, luminescence, uHTS; Intestinal-type alkaline phosphatase (Homo sapiens), P09923; purified human IAP, CDP-Star luminescence, 30 min; active compounds read high; 1 = vehicle-only enzyme, 0 = enzyme-free background; activation factor at 10 µM; hit rate 0.16% among 330,000; AID 2524, 2010;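 active = activation factor of the enzyme at least 2-fold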; note: the source names both 10 and 20 µM as test concentration; values of inactives mirror those of a sister screen read the other way
A3G deaminase: APOBEC3G DNA deaminase inhibitors, primary screen, biochemical, fluorescence, single-stranded DNA substrate, uHTS | AID 493012, 2011 | inhibition, % at 20 µM | DNA dC->dU-editing enzyme APOBEC-3G (Homo sapiens), Q9HC16 | recombinant A3G, ssDNA deamination FAM/TAMRA fluorescence | hit rate 0.28% among 330,000;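 active = inhibition of at least 40% at 20 µM, with no more than 30% in the related APOBEC3A deaminase screen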;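 note: plate controls were DMSO wells with A3G for no effect and wells lacking A3G enzyme for full effect; some compounds called inactive have numbers as strong as hits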
Target sequence (Q9HC16 whole entry, looked up): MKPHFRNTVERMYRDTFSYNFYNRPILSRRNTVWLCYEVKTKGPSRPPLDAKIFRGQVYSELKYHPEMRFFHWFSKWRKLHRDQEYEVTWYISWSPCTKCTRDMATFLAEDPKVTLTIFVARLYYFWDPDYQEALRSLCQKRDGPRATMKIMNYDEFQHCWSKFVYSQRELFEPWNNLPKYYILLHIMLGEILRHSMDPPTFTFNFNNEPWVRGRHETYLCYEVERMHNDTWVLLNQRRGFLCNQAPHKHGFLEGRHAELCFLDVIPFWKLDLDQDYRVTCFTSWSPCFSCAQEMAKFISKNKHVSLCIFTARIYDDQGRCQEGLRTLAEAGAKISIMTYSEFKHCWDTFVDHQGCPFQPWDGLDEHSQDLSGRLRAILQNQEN
A3A deaminase: APOBEC3A ssDNA deaminase inhibitors, primary screen, selectivity assay for APOBEC3G inhibitor project, biochemical, FAM/TAMRA oligo cleavage fluorescence. DNA dC->dU-editing enzyme APOBEC-3A (Homo sapiens), P31941. recombinant A3A, FAM/TAMRA ssDNA deamination fluorescence. inhibition, % at 20 µM. hit rate 0.41% among 330,000. AID 493011, 2011;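 active = at least 40% inhibition at 20 µM here, with at most 30% in a related deaminase screen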;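 note: plate controls were A3A with DMSO for no effect and wells lacking A3A enzyme for full effect; some results filed as inactive read as strong as hits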
Target sequence (P31941 whole entry, looked up): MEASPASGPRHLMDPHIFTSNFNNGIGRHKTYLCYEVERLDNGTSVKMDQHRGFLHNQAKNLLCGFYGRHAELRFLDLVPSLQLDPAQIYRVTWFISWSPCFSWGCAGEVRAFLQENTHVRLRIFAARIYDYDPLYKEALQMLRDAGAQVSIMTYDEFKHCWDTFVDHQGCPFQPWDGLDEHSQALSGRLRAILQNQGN
* marks the source's active call; other numbers are inactive results; / = not tested or not shown. An excerpt; rates above refer to the full screens.

SMILES	mIAP act	NALP3 yeast inh	SENP1 FRET inh	hIAP block	mIAP inh	MIN6 prolif	hIAP activ	A3G deaminase	A3A deaminase
Cc1cccc(OC(=O)c2cn(C)nc2C(F)(F)F)c1C	1.1	33	4	-6	-8	-4	1.1	-7	-1
C[C@H]1CN([C@@H](C)CO)C(=O)Cc2cc(NC(=O)CCC(F)(F)F)ccc2O[C@H]1CN(C)Cc1ccc(C(F)(F)F)cc1	0.91	6	0	-19	9	-5	1.2	-1	2
S=c1sc2c(N3CCOCC3)ncnc2n1-c1ccccc1	0.94	9	-1	10	6	0	0.9	-2	-2
Cc1nc(-c2c(C(=O)NNC(=O)Nc3c(C)cccc3C)noc2C)cs1	1	-1	3	-19	-4	-1	1.2	-8	-1
O=c1cc(CNc2ccc(Br)cc2)nc2sccn12	1	7	2	9	-1	0	0.91	-4	-1
O=C(NCc1ccccc1)c1ccco1	0.92	4	-1	1	8	-1	0.99	-8	-3
CC(C)N(C(=O)COC(=O)CNS(=O)(=O)c1ccccc1F)c1ccccc1	1.1	14	0	-15	-7	2	1.1	-11	-2
O=C(O)c1ccc(C2CCCCC2)cn1	0.97	35	1	-21	3	-3	1.2	4	2
O=C(c1ccc(OC2CCN(C(=O)c3cccnc3)CC2)cc1)N1CCCCCC1	1.1	12	-1	0	-6	0	1	5	-1
COC(=O)Cn1c2ccc(OC)cc2c2nc3ccccc3nc21	1	5	23	0	-2	1	1	-5	-2
COc1ccc(CNC(=O)[C@@H](NC(=O)C2CCN(C(=O)[C@@H](N)CCSC)CC2)C(C)C)cc1	0.99	9	-1	-14	1	1	1.1	-4	2
COc1cccc(N(CC(=O)Nc2ccc3c(c2)OCO3)S(=O)(=O)c2ccccc2)c1	1.2	14	-5	-17	-16	-1	1.2	1	0
COc1ccc(CC(=O)Nc2nnc(C)s2)cc1	0.87	16	1	12	13	-1	0.88	-5	0
O=C(Nc1ccccc1)Nc1nnc(/C=C/c2ccccc2Cl)s1	0.85	14	-28	2	15	0	0.98	-2	4
O=C(COC(=O)C12CC3CC(CC(C3)C1)C2)Nc1ncc(Cl)cc1Cl	0.95	-5	-2	-4	5	0	1	-2	4
CCN(/N=C/c1cccs1)c1cc(=O)n(C)c(=O)[nH]1	1.1	10	-7	-2	-14	-3	1	-4	-7
Cc1cccc(C2=NN(c3ccccc3)[C@@H](C(=O)N3CCOC3=O)[C@@H]2c2ccc(Cl)cc2)c1	1.1	/	-64	/	-4	/	/	2	3
COc1ccc(CCNC(=O)C2(C)CCC(=O)N2Cc2ccc(F)cc2Cl)cc1OC (configuration not stated)	1	19	0	-9	-4	-4	1.1	-9	-4
Cn1c2ccccc2c2cnn(CC(=O)N3CCCCC3)c(=O)c21	1.1	13	3	-7	-6	-2	1.1	0	7
Cc1ccccc1NC(=O)Cc1nnc(SCc2ccc(Cl)c(Cl)c2)n1C	1.1	10	1	2	-10	-2	0.98	-3	3
Cn1cnc(S(=O)(=O)NC2CCN(Cc3ccccc3)CC2)c1	1.1	10	0	5	-7	-1	0.95	5	1
COC(=O)/C=C1/N/C(=N\c2nc(C)cc(C)n2)N(c2ccc(Cl)cc2)C1=O	0.96	10	-8	-38	3	-3	1.4	-2	2
Cc1cc(C)c(S(=O)(=O)CCC(C)C)c(=O)[nH]1	0.95	-10	1	-5	5	1	1	-7	-3
CC(=O)c1cccc(NC(=O)C2CCCC2)c1	1.1	11	0	-5	-7	-3	1	1	3
COC(=O)c1c(-c2ccc(OC)cc2)sc2ccccc12	0.95	45	/	3	5	-5	0.97	3	4
COC(=O)c1ccc(CSc2nc(C(F)(F)F)c3c(c2C#N)CCC3)o1	0.97	35	8	14	3	-3	0.86	-5	-2
Cc1ccc2c(c1)N(CC(=O)NC1CCCC(C)C1C)C(=O)c1cccnc1O2 (configuration not stated)	1	17	-1	0	0	-3	1	7	4
COc1ccc(C2=NOC(C(=O)N3CCCCCC3)C2)cc1OC (configuration not stated)	0.92	-4	0	-75	8	3	1.8	-7	-3
O=C(CNC(=O)c1ccco1)Nc1ccncc1	1.1	13	1	2	-5	4	0.97	-1	5
CN(CCCNC(=O)c1cn(C)c2ccc(S(=O)(=O)N(C)C)cc2c1=O)c1ccccc1	0.97	3	1	13	3	4	0.87	0	-1
O=C(Nc1nncs1)c1cc(S(=O)(=O)N2CCOCC2)ccc1Cl	0.99	30	2	2	1	0	0.97	-8	-1
CCCCOC(=O)C1=C(C)Nc2ncnn2C1c1cc(OC)ccc1OC (configuration not stated)	0.96	0	1	6	4	-1	0.94	-8	-3
COc1ccc(Nc2nc(-c3cccc(OC)c3O)nc3ccccc23)cc1	1	15	1	-4	0	-3	1	-7	1
Cc1ccc(-c2nnc3cccc(Cl)n23)cc1	0.96	-4	-1	8	4	2	0.92	-1	5
CN=c1scc(C)n1/N=C/c1ccc(O)cc1O	0.87	25	-3	-14	13	-4	1.1	-2	-3
COC(=O)c1c(C)oc2ccc(N(C(=O)Oc3ccccc3)S(=O)(=O)c3ccccc3)cc12	0.89	18	0	21	11	-4	0.79	-3	2
NS(=O)(=O)c1ccc(CNC(=O)c2cc(-c3cccs3)nc3ccccc23)cc1	0.91	-6	-4	-5	9	-1	1.1	-3	15
COc1ccc(S(=O)(=O)Nc2cccc(S(=O)(=O)NC3=NCCC3)c2)cc1[N+](=O)[O-]	1	19	1	9	-1	-4	0.91	-2	1
Cc1ccc(NC(=O)C(=O)NCCN2CCN(C(=S)Nc3ccccc3)CC2)cc1	0.98	11	0	-4	2	-1	1	-4	4
Brc1ccccc1-n1nnc(-c2cnc3ccccc3c2)n1	0.91	2	-5	-17	9	-3	1.2	0	-1
O=C(Nc1ccc2c(c1)OCO2)C1CCN(S(=O)(=O)c2ccc3c(c2)OCCO3)CC1	1.3	3	4	-14	-31	-3	1.1	-6	2
CCN1CCCC1CNC(=O)C1CCN(Cc2nc(-c3cccc(Br)c3)oc2C)CC1 (configuration not stated)	1.1	19	-14	2	-10	-6	0.97	-6	-2
CN(C)CCNC(=O)C12CC3(C)CC(C)(CC(C)(C3)C1)C2	0.93	5	3	-2	8	0	1	0	2
Cc1ccc(/C(=N/Nc2nc3ccccc3s2)C2=C(O)c3ccccc3C2=O)cc1	0.79	17	1	5	21	-5	0.95	-7	-2
CCOC(=O)C1=NN(c2ccc(Cl)cc2)/C(=C/C2=NCCc3cc(OC)c(OC)cc32)S1	0.9	2	2	8	10	-4	0.92	-10	-4
Cn1cccc1Cc1nnc(SCC(=O)Nc2ccc(F)cc2)n1-c1ccc(F)cc1	1	21	0	0	0	-4	1	-3	-3
CCOc1ccc(N(C(=O)c2snc(C(N)=O)c2N)C(C(=O)NC2CCCC2)c2ccncc2)cc1 (configuration not stated)	0.95	11	-4	10	5	0	0.9	-6	5
COc1ccc(NC(=O)CN2C(=O)c3ccccc3S2(=O)=O)cc1S(=O)(=O)N1CCOCC1	1	13	0	5	-4	-1	0.95	1	31
C/C(=N\NC(=O)c1cc(-c2cccs2)nc2ccccc12)c1ccccn1	0.89	19	-10	-38	11	-6	1.4	-2	2
O=C(CN1C(=O)S/C(=C\c2cccc(Cl)c2)C1=O)NC1C=CS(=O)(=O)C1 (configuration not stated)	0.91	-3	-1	-13	9	-5	1.1	-7	-3
COCCCNC(=O)CS(=O)(=O)Cc1nc(-c2ccccc2C)oc1C	0.94	4	3	3	6	4	0.97	-4	-3
CONC(=O)Nc1ccccc1[N+](=O)[O-]	0.99	6	2	0	1	-1	1	-3	-3
COc1cccc(C(=O)NN2C(=S)N(c3ccccc3)C(=O)C2CC(N)=O)c1 (configuration not stated)	1.1	15	3	-22	-6	-1	1.2	-5	-3
COc1ccc(N(C2CSC2)S(=O)(=O)c2ccccc2)cc1	0.91	-83	1	-14	10	-2	1.1	3	-2
CCOC(=O)C1CCCN(C(=O)c2cn(CC)c3ccc(S(=O)(=O)N4CCCC4)cc3c2=O)C1 (configuration not stated)	1.1	-5	1	-21	-6	3	1.2	-1	-2
Cc1cccc(NS(=O)(=O)c2cccc(C(=O)N3CCCCCCC3)c2)c1	1.1	7	0	11	-6	-4	0.89	-8	2
COc1ccc(NC(=O)c2cccnc2Nc2ccc(OC)cc2)cc1	0.98	10	0	17	2	2	0.83	-4	-2
Cc1cccc(NC(=O)C2CCN(S(=O)(=O)c3c(C)noc3C)CC2)c1	1.1	14	0	-12	-7	1	1.1	-3	-2
c1ccc(CNc2nc(-c3cccs3)nc3ccccc23)nc1	0.96	19	0	-2	4	3	1	-9	-2
Cc1noc(C)c1CSc1ccccc1C(=O)N1CCN(c2ccccc2)CC1	0.91	-9	0	-12	9	-1	1.1	-3	-2
Other compounds follow:
SMILES	mIAP act	NALP3 yeast inh	SENP1 FRET inh	hIAP block	mIAP inh	MIN6 prolif	hIAP activ	A3G deaminase	A3A deaminase
CC[C@]12c3[nH]c4ccc(Cl)cc4c3CCN1C(=O)[C@@H](CC(=O)NCCC1=CCCCC1)C[C@@H]2C(=O)N1CCN(C(=O)C2CC2)CC1	1.1	/	1	/	-8	/	/	8	5
Cc1ccc(S(=O)(=O)N2CCCCC2)cc1C(=O)N(C)CCOc1ccccc1	0.95	-6	1	24	5	2	0.77	-6	-4
CN1CCN(C(=O)c2ccc3c(c2)OCCO3)CC1	1	6	0	37*	0	1	0.63	-3	-2
COC(=O)C1=C(C)N(Cc2cccnc2)C(=O)C1	1.1	4	2	-6	-6	-2	1.1	-3	-1
COc1ccc(N(CC(=O)N/N=C/c2ccc(N(C)C)cc2)S(=O)(=O)c2ccccc2)cc1	1.2	17	1	-2	-15	-3	1	-7	-4
COc1ccc(N2CCN(C(=O)c3ccc(N(C)S(=O)(=O)c4ccc(C)cc4)cc3)CC2)cc1	0.98	11	1	2	2	-3	0.98	-9	-4
COc1cccc2c1cc1c(=O)n(CC(=O)NC3CCCCC3)nc(C)n12	1	4	-1	8	-3	-1	0.92	-5	-4
CC(=O)c1cc(-c2nc3ccccc3n2C)n(C)c1	1	7	2	-1	-1	1	1	-3	-2
Cc1cccc(S(=O)(=O)Nc2ccc(-c3nc4ccc(C)cc4s3)cc2)c1	1	33	-30	-3	-4	-2	1	-8	-4
Cc1cc(C(=O)N/N=C/c2ccncc2)c(C)o1	1.1	16	1	12	-8	-1	0.88	2	7

Screening results as filed in PubChem BioAssay.
